# SENP7 inh: SENP7 protease inhibition. inhibition, % at 5 µM. 330,000 tested, 1.5% active. AID 434973. Q9BQF6. recombinant SENP7, Z-RLRGG-aminoluciferin luminescence, 40 min;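 active = inhibition above about 50% at the single test dose, limit read from the data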;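 note: plate controls were DMSO with enzyme for no effect and no enzyme buffer wells for full effect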
# Target sequence (Q9BQF6 706-1050 limits assumed): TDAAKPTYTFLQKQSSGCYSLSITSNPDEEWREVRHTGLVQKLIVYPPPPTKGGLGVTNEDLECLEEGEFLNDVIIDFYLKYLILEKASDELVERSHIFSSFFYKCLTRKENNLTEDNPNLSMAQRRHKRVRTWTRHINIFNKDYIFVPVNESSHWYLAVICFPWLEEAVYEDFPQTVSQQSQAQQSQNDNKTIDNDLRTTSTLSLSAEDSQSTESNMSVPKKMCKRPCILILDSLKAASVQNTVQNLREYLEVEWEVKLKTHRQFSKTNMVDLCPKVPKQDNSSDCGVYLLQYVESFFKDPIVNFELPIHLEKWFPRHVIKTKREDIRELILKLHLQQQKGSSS
# HKDC1 inhibitor: HKDC1 (human) hexokinase inhibition. AID 493160. recombinant HKDC1, G6PDH/diaphorase resazurin coupled fluorescence. inhibition, % at 20 µM. Q2TB90. 340,000 tested, 0.16% active;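 active = inhibition above about 35% when tested at 20 µM, limit read from the data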;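 note: plate controls were DMSO wells with enzyme for no effect and DMSO wells lacking enzyme for full effect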
#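 Material – in-house recombinant HK5 (HKDC1) enzyme · Quantity – HKDC1 at 5 µg/mL · Buffer or medium – pH 8.0 Tris buffer with 10 mM MgCl2 · Reagent – glucose with 1 mM ATP · Dosing – single 20 µM dose · Times – reaction time 90 min, room temperature, protected from light · Technique – resorufin fluorescence at 613 nm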
# SENP8 block-1: inhibitors of human SENP8 protease | 360,000 tested, 0.64% active | AID 602440 | inhibition, % at 20 µM | Q96LD8 | recombinant SENP8, Nedd8 substrate fluorescence; in the data active = inhibition mostly above about 40%, no sharp cut-off; inactive = mostly below about 27%
# SENP1 FRET inh: blocks the human SENP1 SUMO protease catalytic domain; recombinant SENP1 catalytic domain, CyPet-SUMO1-YPet FRET cleavage; Q9P0U3; 360,000 tested, 0.21% active; inhibition, % at 10 µM;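 active = inhibition at least 30% at 10 µM, raw YFP signal under a set limit, fluorescence ratio 0.5 to 1.5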;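 note: 0% = enzyme with DMSO and 100% = no enzyme wells; some results filed as inactive read as strong as hits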
#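 Test system: hSENP1 catalytic domain, recombinant; Amount: 20 pM final SENP1 enzyme; Medium: Tris pH 8 buffer plus EDTA, NaCl, BME, BSA, NP40, catalase; Schedule: 50 min enzyme reaction, room temperature, light-protected; Technique: FRET fluorescence in CFP and YFP emission channels; Controls: no-enzyme wells low, DMSO-plus-enzyme wells high control.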
# Apaf1 inhib: blocks human Apaf-1 apoptosome activity; reconstituted apoptosome caspase-3 activity, DEVD-Rh110 fluorescence; O14727; 330,000 tested, 0.71% active; inhibition, % at 20 µM; active = inhibition of at least 40% at 20 µM;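 note: plate controls were DMSO wells for no effect and DEVD-CHO caspase inhibitor wells for full effect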
#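 Material: reconstituted apoptosome with Apaf-1, cytochrome c, caspase-9, procaspase-3, dATP / Buffer or medium: pH 7.5 Hepes buffer with CHAPS, BSA, DTT / Also added: cytochrome c with DEVD-Rh110 / Schedule: compound with Apaf-1, dATP, procaspase-3 30 min, then 50 min reaction, room temperature / Technique: rhodamine 110 fluorescence at Ex 480/Em 540 nm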
# PfGluPho inh: PfG6PD (Plasmodium falciparum) enzyme inhibition; PfGluPho enzyme, NADPH resazurin-diaphorase fluorescence; inhibition, % at 20 µM; 350,000 tested, 0.78% active;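 active = inhibition reaching at least a set limit at 20 µM in the primary screen, cut at about 59% in these data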;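 note: 0% = DMSO wells with substrate and 100% = DMSO wells lacking glucose-6-phosphate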
# SENP8 block-2: blocks the human protease SENP8 | Q96LD8 | purified SENP8, Z-RLRGG-aminoluciferin cleavage, luminescence | inhibition, % at 10 µM | 330,000 tested, 1.2% active | AID 2540; in the data active = inhibition above about 50%
# SENP6 block: inhibitors of human SENP6 protease; Recombinant SENP6 catalytic domain, aminoluciferin luminescence; inhibition, % at 10 µM; 330,000 tested, 1.8% active;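 active = inhibition above about 50% at the single tested dose, limit read from the data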;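 note: plate controls were DMSO wells with enzyme for no effect and DMSO wells lacking enzyme for full effect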
# Target sequence (Q9GZR1 628-1112 limits assumed): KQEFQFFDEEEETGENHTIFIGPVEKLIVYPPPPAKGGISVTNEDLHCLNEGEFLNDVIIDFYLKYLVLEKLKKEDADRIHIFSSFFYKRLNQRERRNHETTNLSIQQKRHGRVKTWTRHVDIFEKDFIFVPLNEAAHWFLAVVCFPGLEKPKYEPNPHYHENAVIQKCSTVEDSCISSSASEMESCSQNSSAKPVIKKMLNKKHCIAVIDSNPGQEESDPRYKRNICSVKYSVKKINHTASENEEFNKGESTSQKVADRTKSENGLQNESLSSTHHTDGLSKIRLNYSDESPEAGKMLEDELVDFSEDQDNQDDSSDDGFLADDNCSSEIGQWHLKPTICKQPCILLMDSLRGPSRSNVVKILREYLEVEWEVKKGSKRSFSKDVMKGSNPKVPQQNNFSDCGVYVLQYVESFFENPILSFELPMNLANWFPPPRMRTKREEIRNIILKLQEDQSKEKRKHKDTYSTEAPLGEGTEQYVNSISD
# An asterisk follows results filed as active; · = not tested or not shown. An unsorted share of the library; overall some 3.6% were active at least once.
SMILES,SENP7 inh,HKDC1 inhibitor,SENP8 block-1,SENP1 FRET inh,Apaf1 inhib,PfGluPho inh,SENP8 block-2,SENP6 block
C[C@H](NC(=O)c1ccco1)C(=O)N1CCN(c2ccc(C(F)(F)F)cn2)CC1,-5,-1,-45,2,-9,-6,6,8
COc1ccc(OC(=O)N2C/C(=C/c3ccccc3)C(=O)/C(=C\c3ccccc3)C2)cc1,·,36*,0,-8,·,14,·,·
COc1ccc(NC(=O)CCCc2ccccc2)cc1OC,-6,-3,9,1,4,-10,-4,0
C=C(C)CSc1cc(C)c(C#N)c2nc3ccccc3n12,2,15,-392,-18,12,16,2,13
Cc1ccc(F)cc1NS(=O)(=O)c1ccc(Cl)s1,3,3,7,-5,-9,-26,7,1
COc1ccc(S(=O)(=O)Cc2ccc(C(=O)NCc3cccnc3)o2)cc1,-8,1,2,-1,-3,-6,6,12
CCOC(=O)CSc1c(-c2ccc(Cl)cc2)[nH]c2ccccc12,4,20,-15,-5,11,34,7,14
CCOC(=O)N1CCN(C(=O)C2CCCN(S(=O)(=O)c3ccc(C)cc3)C2)CC1 (stereo not drawn),3,-10,13,1,-14,-1,4,11
S=c1[nH]nc([C@@H]2C[C@H]2c2ccccc2)n1-c1ccccc1Cl,-8,4,39,0,-8,17,-1,-1
COc1cc(/C=N/O)ccc1Oc1cnccn1,5,-3,12,2,-4,-5,0,-21
O=C1CC(c2ccco2)CC(O)=C1C=NCCN1CCN(C(=O)Nc2ccc(Cl)cc2)CC1 (stereo not drawn),5,-8,32,-1,6,-7,-1,3
CC(=O)c1c(C)[nH]c(C(=O)OCC(=O)Nc2ccc(C)cc2[N+](=O)[O-])c1C,3,-6,0,0,11,-12,6,12
CN(Cc1ccccc1Cl)C(=O)C1CCC(=O)N(C2CCCCCC2)C1 (stereo not drawn),0,-1,2,-2,2,3,2,-2
CCN(Cc1ccccc1)C(=O)CN1C(=O)NC(CC)(c2ccc(F)cc2)C1=O (stereo not drawn),-12,-1,21,-1,4,-9,-3,0
Cc1cc(C(=O)NCc2cccs2)n(-c2ccccc2)n1,0,-6,5,-1,-8,10,1,7
CC(Nc1cc(N2CCN(C(=O)C(C)(C)C)CC2)ccc1[N+](=O)[O-])c1ccccc1 (stereo not drawn),2,1,25,3,11,24,-1,7
O=C(CCN1C(=O)/C(=C/c2ccc(F)cc2)SC1=S)Nc1cccnc1,4,-3,10,2,12,5,-2,-17
COc1cccc(CNC(=O)CCC2CCCN(C(=O)c3cc4ccccc4o3)C2)c1 (stereo not drawn),52*,0,7,2,5,-14,54*,21
COc1ccccc1Nc1nc(N)nc(CN2CCN(c3ccccc3F)CC2)n1,3,4,22,1,5,3,-4,-19
Cn1c(=O)c2[nH]c(Nc3ccccc3)nc2n(C)c1=O,-1,-2,11,1,-5,15,-2,-14
COC(=O)C1=C(C)NC(C)=C(C(=O)OC)C1C(=O)OCC(=O)c1ccc(F)cc1,10,1,-244,-3,-5,-2,5,1
O=C(Nc1nnc(-c2ccccc2)o1)c1cc(Cl)sc1Cl,-3,-10,12,1,-2,20,-7,19
Cc1ccc2c(c1)c1ccc3c(c1n2C)C(=O)C=CC3=O,5,2,-286,24,57*,66*,-20,-12
COC(=O)c1cc(NS(=O)(=O)c2ccc(F)cc2)ccc1N1CCOCC1,4,0,-69,1,-15,-9,5,1
O=C(c1ccc2oc(CCCc3ccccc3)nc2c1)N1CCCC1,1,8,12,2,15,-19,4,3
O=C(NCCN1CCOCC1)c1cccc2c1C(=O)c1ccc(N3CCCC3)cc1S2(=O)=O,-8,0,17,22,10,-2,-9,-9
CCC(C)N1C(=O)CN(C2CCCCCC2)C(=O)C1c1ccccc1F (stereo not drawn),-11,-2,28,-2,0,-4,-15,12
COc1ccc(S(=O)(=O)N2CCOCC2)cc1NC(=O)Cc1ccc2c(c1)OCCO2,-1,-2,1,-3,16,-4,-10,-8
Brc1ccc(Br)c2cnccc12,·,-3,10,-1,·,11,·,·
C=CCn1c(SCC(=O)N2N=C(c3ccco3)CC2c2ccco2)nnc1-c1ccncc1 (stereo not drawn),1,-8,3,2,0,-3,-11,-30
COc1ccccc1OCC(=O)Nc1nc(-c2ccc(S(=O)(=O)N3CCOCC3)cc2)cs1,8,4,-29,-1,11,10,-11,-1
O=C(COC(=O)c1ccccc1O)Nc1ccc2ccccc2c1,4,-1,-27,-1,0,-4,-9,13
COc1ccc([N+](=O)[O-])cc1NC(=O)CSCc1ccccc1C,2,-4,15,0,15,19,4,8
O=C(O)C1Nc2ccc(Br)cc2C2C=CCC12 (stereo not drawn),-1,28,10,-32,10,10,9,0
CN(CC(=O)Nc1ccccc1Br)CC(=O)NC(c1ccccc1)c1ccccc1,1,-1,10,1,30,6,-1,-20
CCOc1ccc(NS(=O)(=O)c2cc(OC)ccc2OC)cc1,-1,-6,18,3,-12,1,3,4
N#C/C(=C(/O)COC(=O)c1ccc(C#N)cc1)c1nc2ccccc2s1,-3,5,-33,-52,6,-11,-7,-2
Cc1c(-c2ccccc2)nc(N)c(C#N)c1-c1ccco1,-10,-1,-284,-6,-8,0,-8,-2
COc1ccccc1OC(=O)c1ccc(S(=O)(=O)N(C)C)cc1,15,-7,-1,2,6,-11,0,-11
NS(=O)(=O)c1cccc(NC(=O)CSc2nc3ccccc3c(=O)n2CC2CCCO2)c1 (stereo not drawn),1,-3,0,2,-3,-3,11,2
COc1ccccc1C=NNc1nc(C)cc(=O)[nH]1,·,-4,-56,1,·,1,·,·
Cc1ccc(/C=C/c2ccc(N(C)C)cc2)[n+](C)c1,-13,-1,24,87,1,11,-3,-12
CCCn1nc(NC(=O)COC)c2cc3cc(C)ccc3nc21,-6,2,-312,-22,9,-1,-4,-1
Cc1cc(/C=N/O)c(C)n1-c1cccc(Cl)c1,7,-3,-8,-11,11,15,4,14
CCOc1cc(N2CCOCC2)c(OCC)cc1NC(=O)c1ccc(S(=O)(=O)N2CC(C)OC(C)C2)cc1 (stereo not drawn),·,-5,10,-2,·,13,·,·
CCSc1ccccc1C(=O)n1nnc2ccccc21,6,6,15,0,-6,8,3,-4
O=C(CSc1nnc(CNC(=O)c2ccco2)o1)Nc1ccccc1F,-2,-1,6,3,-11,21,7,1
COC(=O)c1ccc(COC(=O)c2ccccn2)cc1,82*,-2,13,3,-5,2,50,75*

# Entries shown so far that contain bromine:
SMILES,SENP7 inh,HKDC1 inhibitor,SENP8 block-1,SENP1 FRET inh,Apaf1 inhib,PfGluPho inh,SENP8 block-2,SENP6 block
Brc1ccc(Br)c2cnccc12,·,-3,10,-1,·,11,·,·
O=C(O)C1Nc2ccc(Br)cc2C2C=CCC12 (stereo not drawn),-1,28,10,-32,10,10,9,0
CN(CC(=O)Nc1ccccc1Br)CC(=O)NC(c1ccccc1)c1ccccc1,1,-1,10,1,30,6,-1,-20

# Later entries
SMILES,SENP7 inh,HKDC1 inhibitor,SENP8 block-1,SENP1 FRET inh,Apaf1 inhib,PfGluPho inh,SENP8 block-2,SENP6 block
CN(CCOc1ccccc1)CC(=O)Nc1cccc(C#N)c1,3,0,1,4,-2,8,0,-18
O=C(c1cccc(Cl)c1)N1CCCC(C(=O)N2CCN(c3ccccc3)CC2)C1 (stereo not drawn),13,-4,0,2,6,3,-13,-13
CC(=O)Nc1cccc(-n2nnc(SCC(=O)Nc3ccc(F)c(Cl)c3)n2)c1,2,-3,32,1,-8,-2,-4,-12
CCC(=O)NNc1ccc(Br)cc1,1,-10,9,1,-12,18,-4,-3
COc1ccc(/C=N/NC(=S)Nc2cccc(C(=O)O)c2)cc1OC,4,0,-45,1,2,-15,9,12
COc1ccc(-c2ccc3c(c2)S(=O)(=O)c2cccc(C(=O)N4CCN(c5ccc(Cl)cn5)CC4)c2C3=O)cc1OC,7,13,-27,14,11,10,-8,-13
O=C(C1CCCO1)N1CCN(S(=O)(=O)c2ccc(Cl)cc2)CC1 (stereo not drawn),-5,-4,5,1,11,15,8,0
CCOC(=O)N1CCC(NC(=O)C2CCCCN2S(=O)(=O)c2ccc(F)cc2)CC1 (stereo not drawn),-13,-2,18,-3,-4,-4,-14,-4
CCOC(=O)CSc1nncc2ccc(OC)c(OC)c12,3,-9,-3,1,-12,-2,12,6
N#Cc1ccc(C(c2nnnn2C2CCCC2)N2CCC(Cc3ccccc3)CC2)cc1 (stereo not drawn),-5,-1,29,-3,23,-10,-7,-5
Cn1c(Cn2c(=O)sc3ccccc32)nnc1SCC(=O)Nc1ccc(F)cc1,0,-6,20,3,10,35,2,12
CC1Cc2ccccc2N1C(=O)COC(=O)Cc1ccc(F)cc1 (stereo not drawn),10,-5,4,2,-3,-1,1,-1

# Entries listed so far that have an aryl thioether with sulfur outside any ring:
SMILES,SENP7 inh,HKDC1 inhibitor,SENP8 block-1,SENP1 FRET inh,Apaf1 inhib,PfGluPho inh,SENP8 block-2,SENP6 block
C=C(C)CSc1cc(C)c(C#N)c2nc3ccccc3n12,2,15,-392,-18,12,16,2,13
CCOC(=O)CSc1c(-c2ccc(Cl)cc2)[nH]c2ccccc12,4,20,-15,-5,11,34,7,14
C=CCn1c(SCC(=O)N2N=C(c3ccco3)CC2c2ccco2)nnc1-c1ccncc1 (stereo not drawn),1,-8,3,2,0,-3,-11,-30
NS(=O)(=O)c1cccc(NC(=O)CSc2nc3ccccc3c(=O)n2CC2CCCO2)c1 (stereo not drawn),1,-3,0,2,-3,-3,11,2
CCSc1ccccc1C(=O)n1nnc2ccccc21,6,6,15,0,-6,8,3,-4
O=C(CSc1nnc(CNC(=O)c2ccco2)o1)Nc1ccccc1F,-2,-1,6,3,-11,21,7,1
CC(=O)Nc1cccc(-n2nnc(SCC(=O)Nc3ccc(F)c(Cl)c3)n2)c1,2,-3,32,1,-8,-2,-4,-12
CCOC(=O)CSc1nncc2ccc(OC)c(OC)c12,3,-9,-3,1,-12,-2,12,6
Cn1c(Cn2c(=O)sc3ccccc32)nnc1SCC(=O)Nc1ccc(F)cc1,0,-6,20,3,10,35,2,12

# Source: PubChem BioAssay (Sanford-Burnham Center for Chemical Genomics)
